Source: PubChem
hERG protect = hERG rescue from dofetilide block, primary screen, cell-based, CHO-hERG, FluxOR thallium flux, dofetilide IC70. dofetilide IC70 present. activation (rescue from dofetilide block), less the hit threshold, % at 10 µM. hit rate 0.51% among 310,000. AID 1511, 2009;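 active = activation above the mean of controls blocked by dofetilide plus 5 SD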;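 note: thallium influx through hERG after potassium depolarization seen as dye fluorescence rise; in these data hits start at about 4.7%; inactives centre near -7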
RGS4 pot = RGS4 potentiators or activators, primary screen, cell-based, HEK293 M3R inducible RGS4, calcium flux; carbachol calcium flux Fluo4; active compounds read low; B-score at 10 µM; hit rate 0.92% among 310,000; AID 463111, 2010;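 active = B-score of the integrated calcium signal more than 4 SD below the library mean, with starting fluorescence not abnormally high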;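 note: negative B-score means reduced calcium response which marks RGS4 activation or potentiation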
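Assay system: Inducible-RGS4 HEK293 cells carrying M3 receptor | Schedule: Compound preincubation 20 min at room temperature before agonist | Signal: Kinetic calcium fluorescence imaging with Fluo4-AM dye, 2 µM | Read-out basis: B score from integrated fluorescence ratio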
KCNK3 inh = human KCNK3 channel inhibitors, primary screen, CHO cells, FluxOR thallium flux, B-score; Potassium channel subfamily K member 3 (Homo sapiens), O14649; FluxOR fluorescence; active compounds read low; B-score at 10 µM; hit rate 0.84% among 340,000; AID 602410, 2012;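 active = B-score under library mean minus 4 SD, starting fluorescence ratio at most library mean plus 5 SD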;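 note: more negative B-score means stronger inhibition of thallium flux through KCNK3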
GSK3 alpha inh = blockers of GSK3A enzyme activity – biochemical, luminescence, cell-free homogeneous, HTS, primary screen; GSK-3 alpha kinase, ADP-Glo luminescence, 60 min; AID 2650, 2010; inhibition, % at 10 µM; hit rate 0.1% among 320,000;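 in the data active = inhibition above about 50%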;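 note: GST-tagged GSK-3 alpha with peptide substrate and 25 µM ATP; 0% = DMSO neutral wells and 100% = GW8510 positive control wells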
GSK3B inh = human GSK3beta kinase inhibitors, primary screen, biochemical, cell-free homogeneous, HTS; GST-GSK3beta kinase, ADP-Glo luminescence, 60 min; active compounds read low; activity score (negative = inhibition), % at 10 µM; hit rate 0.038% among 300,000; AID 2097, 2009; Glycogen synthase kinase-3 beta (Homo sapiens), P49841;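 active = more than half of replicate wells score below -50%, meaning over 50% inhibition versus plate controls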;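 note: 0% = median DMSO wells and -100% = median GW8510 positive control wells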
Target sequence (P49841 whole entry, looked up): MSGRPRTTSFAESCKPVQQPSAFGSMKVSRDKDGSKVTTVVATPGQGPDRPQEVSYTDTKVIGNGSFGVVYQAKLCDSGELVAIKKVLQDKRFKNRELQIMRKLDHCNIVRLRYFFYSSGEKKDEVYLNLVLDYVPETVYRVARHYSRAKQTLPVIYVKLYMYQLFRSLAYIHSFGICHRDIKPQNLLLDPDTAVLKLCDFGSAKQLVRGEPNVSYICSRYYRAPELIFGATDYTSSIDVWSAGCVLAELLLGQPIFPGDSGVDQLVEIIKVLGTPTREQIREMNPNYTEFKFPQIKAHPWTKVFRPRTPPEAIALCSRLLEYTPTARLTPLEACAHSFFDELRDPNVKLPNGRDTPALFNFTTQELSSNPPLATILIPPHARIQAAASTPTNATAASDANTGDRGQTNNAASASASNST
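Assay system: GST-tagged human GSK3beta kinase, cell-free; Input: 1.6 ng GSK3beta; Medium: Tris/MgCl2 kinase buffer; Timing: 60 min enzyme reaction, room temperature; Signal: ADP-Glo luminescence quantifying ADP generated by kinase; Evaluation: score relative to plate controls; Benchmarks: DMSO neutral wells and GW8510 at 20 µM as positive.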
KCNQ1 pot = potentiators or activators of KCNQ1 channel, primary screen, cell-based, thallium flux, high-throughput | Potassium voltage-gated channel subfamily KQT member 1 (Homo sapiens), P51787 | hit rate 0.35% among 310,000 | CHO-K1 KCNQ1, thallium flux FluxOR fluorescence; active compounds read high | B-score at 10 µM;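 active = fluorescence ratio B-score, a plate-corrected score, at least three library SD, with initial intensity B-score within 5 SD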
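System: Stable KCNQ1 CHO-K1 line | Incubation: 90 min dye loading and 20 min compound exposure, both at room temperature | Measure: Ratio B score | Medium: Assay buffer for compound exposure, DMSO matched across wells | Compound dosing: Single-concentration screen | Probe or stimulus: K+/Tl+ depolarizing stimulus | Measured by: Kinetic FluxOR fluorescence, 10 s baseline plus 110 s post-stimulus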
HDAC3 inh = HDAC3 deacetylase inhibitors, primary screen, biochemical, fluorescence, cell-free homogeneous; inhibition, % at 8.3 µM; AID 2718, 2010; recombinant HDAC3, fluorogenic peptide/trypsin coupled; hit rate 0.15% among 320,000; Histone deacetylase 3 (Homo sapiens), O15379; in the data active = inhibition above about 26%, passing the limit was not always enough
Target sequence (O15379 whole entry, looked up): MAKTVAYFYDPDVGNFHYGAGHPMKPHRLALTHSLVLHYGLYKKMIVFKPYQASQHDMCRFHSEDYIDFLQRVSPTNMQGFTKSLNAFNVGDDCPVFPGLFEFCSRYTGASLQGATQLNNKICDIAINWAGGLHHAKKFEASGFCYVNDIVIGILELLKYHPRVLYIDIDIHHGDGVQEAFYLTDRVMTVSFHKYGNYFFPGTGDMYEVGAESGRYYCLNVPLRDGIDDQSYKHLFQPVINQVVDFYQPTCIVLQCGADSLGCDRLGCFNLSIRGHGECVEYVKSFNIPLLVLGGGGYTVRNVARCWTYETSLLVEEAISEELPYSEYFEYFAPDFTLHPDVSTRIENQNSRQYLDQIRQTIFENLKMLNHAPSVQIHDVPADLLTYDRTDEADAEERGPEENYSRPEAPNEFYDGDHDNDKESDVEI
PolyA inh = polyadenylation inhibitors in yeast reporter cells, primary screen, luminescence, S. cerevisiae; AID 1875, 2009; S. cerevisiae SKY197-pL101 polyadenylation reporter, beta-gal luminescence; efflux-impaired pdr1/pdr3 knockout yeast; score 100 = 6 SD above DMSO; calls only at 12 µM; hit rate 0.02% among 300,000;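 active = lowest replicate activity score at least 50, where 100 means six control SD above control mean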;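 note: yeast exposed to compound for 9 h at 30 °C; higher score means more reporter readthrough which indicates perturbed polyadenylation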
KCNK9 block = KCNK9 potassium channel inhibitors, primary screen, HEK293 cells, thallium flux; FluxOR thallium flux fluorescence; active compounds read low; AID 488922, 2010; B-score at 10 µM; hit rate 1.2% among 310,000;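 active = ratio B-score over 3 SD below the library mean, with starting fluorescence within 5 SD of its mean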;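 note: negative B-score means less thallium flux so channel inhibition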
KCNQ1 inh = inhibitors of human KCNQ1 channel, primary screen, cell-based, thallium flux, high-throughput; hit rate 1.3% among 310,000; Potassium voltage-gated channel subfamily KQT member 1 (Homo sapiens), P51787; CHO-K1 KCNQ1, FluxOR thallium flux fluorescence; active compounds read high; B-score at 10 µM; AID 2642, 2010;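 active = compounds whose thallium flux B-score, printed positive for inhibition, exceeds three library SD while starting fluorescence stays within three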;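 note: channel opened by potassium depolarization with thallium stimulus after 20 min compound exposure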
Dyrk1A ADPGlo = rat Dyrk1A kinase inhibitors, primary screen, biochemical, single point, plate reader; hit rate 0.43% among 310,000; ADP-Glo luminescence, NFATc1 peptide; inhibition, % at 12.5 µM; AID 504441, 2011; in the data active = inhibition above about 50%;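 note: plate controls were vehicle with enzyme for no effect and no enzyme for full effect; many of its hits are not listed in these tables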
* marks the source's active call; other numbers are inactive results; i = inactive; . = no result given. These rows are one share of the data; rates above refer to the full screens.

Second line of a record – hERG protect, RGS4 pot, KCNK3 inh, GSK3 alpha inh, GSK3B inh, KCNQ1 pot, HDAC3 inh, PolyA inh, KCNK9 block, KCNQ1 inh, Dyrk1A ADPGlo
> Cc1ccc(NC(=O)CSc2n[nH]c(C)c2[N+](=O)[O-])cc1
→ -4.9, i, i, -17.7, 0.7, i, 10.5, ., i, i, 3.5
> CCCN1C(=O)c2ccccc2NC1c1ccc(OC)c(CSc2ccccn2)c1 (centres undefined)
→ -9.7, i, i, 0.5, -6.4, i, 4.9, i, i, i, 1.0
> COc1ccc(S(=O)(=O)NCCc2csc(C)n2)cc1C
→ -2.0, i, i, -0.5, 2.3, i, 7.8, i, i, i, -3.3
> O=C(NCCc1ccc(F)cc1)c1cccc(NC(=O)c2ccccc2)c1
→ -15.6, -7.66*, i, 0.4, -3.4, i, 0.4, i, i, i, 2.1
> O=C(NCCc1ccccc1)C1CCCN(S(=O)(=O)c2cccnc2)C1 (centres undefined)
→ 0.3, i, i, 1.2, -1.9, i, -3.6, i, i, i, 5.5
> Cn1ncc(N=Cc2ccc([N+](=O)[O-])cc2)c1C(=O)N1CCOCC1
→ 2.9, i, i, 0.4, 4.5, i, 2.8, i, i, i, -0.5
> COc1ccc(/C=C/C(=O)Nc2cc(C)on2)cc1
→ -4.1, i, i, -2.2, 2.5, i, 0.9, ., i, i, 0.3
> Cc1cccc(C(=O)NCc2ccc(S(N)(=O)=O)cc2)c1[N+](=O)[O-]
→ -5.7, i, i, -2.2, -2.9, i, -6.4, i, i, i, 4.7
> CCCc1cc(=O)oc2cc(OCC(=O)NCc3ccccn3)ccc12
→ -2.4, i, i, -1.1, 0.1, i, -3.6, i, i, i, -1.7
> COc1cc2ccccc2cc1C(=O)Nc1ccc(O)cc1
→ -5.9, i, i, -2.3, -0.4, i, -2.6, i, i, i, -2.6
> O=C(O)CCCNC(=O)/C(=C\c1ccc(Cl)cc1)NC(=O)c1ccccc1Br
→ -4.0, i, i, 1.1, 1.0, i, -9.1, i, i, i, 5.4
> CC(C)(C)CC(=O)Nc1nnc(SCC(=O)N2CCCCC2)s1
→ -7.1, i, i, -1.7, ., i, -3.1, i, i, i, -6.4
> C=CCSc1nc(C)c(CC(=O)OCC(C)C)c(=O)[nH]1
→ -5.3, i, i, -1.2, -2.1, i, -6.5, i, i, i, 5.4
> COc1ccccc1OCC(=O)Nc1ccc(S(=O)(=O)N2CCCCCC2)cc1
→ -4.8, i, i, -1.6, 3.6, i, -4.6, i, i, i, 2.8
> Cc1cccc(NS(=O)(=O)c2ccc(C(=O)N3CCC3)cc2)c1C
→ -14.7, i, i, 0.8, -0.6, i, 3.2, i, i, i, 6.6
> C/C(=N\Nc1cccc2cccnc12)c1ccc(C)cc1
→ -12.7, i, i, -0.6, -3.7, i, 5.2, i, i, i, 5.2
> O=C(NCCOc1ccccc1)c1cc2ccccc2o1
→ -0.9, i, i, 4.3, 3.0, i, -2.9, i, i, i, -5.2
> CCOC(=O)N1CCN(CC(=O)Nc2ccc(F)c(F)c2)CC1
→ -20.9, i, i, -1.7, 5.2, i, -1.1, i, i, i, 2.9
> COc1ccc(C(=S)N(C)C)cc1OC
→ -4.6, i, i, 8.3, 0.7, i, 2.7, i, i, i, 8.3
> Cn1nc(C(=O)Nc2nc3ccccc3[nH]2)ccc1=O
→ -5.2, i, i, ., -1.6, i, 0.0, i, i, i, -1.1
> COc1ccccc1OCCCOc1ccc([N+](=O)[O-])cc1Cl
→ -5.6, i, i, 0.0, -1.8, i, 5.8, i, i, i, 1.1
> CN(C)S(=O)(=O)n1cc(/C=C(\NC(=O)c2ccccc2Cl)C(=O)NCCCn2ccnc2)c2ccccc21
→ -7.3, i, i, 0.1, -2.8, i, 7.3, i, i, i, .
> O=C(COc1ccccc1)n1nc(-c2ccc(Cl)cc2)nc1NCc1ccco1
→ -10.5, i, i, -1.2, 1.8, i, -1.6, i, i, i, -4.8
> COc1ccc(OCCCn2cc(/C=C3/C(=N)N4C=C(C)SC4=NC3=O)c3ccccc32)cc1
→ -11.2, i, i, -3.0, -1.1, i, -0.5, i, i, i, -3.4
> CCO/N=C(\C)c1c(O)cc(C(C)C)n(-c2ccccc2)c1=O
→ -9.6, i, i, -3.4, 0.5, i, -0.4, i, i, i, 0.0
> Cc1ccc(N(CC(=O)N(C)Cc2ccccc2)S(C)(=O)=O)cc1C
→ -12.6, i, i, -3.9, 2.2, i, 4.8, i, i, i, 12.4
> COc1ccc(OC)c(NC(=O)Cc2coc3ccc(C)cc23)c1
→ -5.5, i, i, -5.4, -2.9, i, 1.2, i, i, i, 5.4
> CCOc1cccc(-c2c(C(=O)N/N=C(\C)c3cccs3)nnn2-c2nonc2N)c1
→ -7.6, i, i, 37.6, -25.1, i, 3.2, i, i, i, -2.9
> CN1CCN(c2ccc(NC(=O)c3ccc4ccccc4c3)cc2)CC1
→ -6.9, i, i, -1.0, -1.4, i, 1.3, i, i, i, -3.7
> CCc1ccc(OCc2nnc(SCC(=O)Nc3cccc(C(=O)N4CCOCC4)c3)o2)cc1
→ -13.0, i, i, -2.4, 0.7, i, 7.2, i, i, i, .
> O=C(Cc1ccccc1)NN1CCCCC1
→ -12.2, i, i, -1.8, 2.3, i, -5.4, i, i, i, 1.7
> CCOc1ccc(NC(=S)N2CCc3cc(OC)c(OC)cc3C2COc2ccc3c(C)cc(=O)oc3c2)cc1 (centres undefined)
→ -4.4, i, i, -0.1, -3.0, i, -2.7, i, i, i, -1.6
> CCOc1ccc(OCC)c(-c2c(=O)n(OCc3ccc(Cl)cc3)c3ccccc3[n+]2[O-])c1
→ -6.3, i, i, -4.8, -3.5, i, 7.8, i, i, i, -5.0
> CCOC(=O)c1ccc(NC2c3ccccc3C(=O)N2c2ccc(C)cn2)cc1 (centres undefined)
→ -6.6, i, i, -2.0, 2.1, i, -2.4, i, i, i, 2.7
> CC(C)CC(=O)NC(=S)Nc1ccc(F)cc1F
→ -7.7, i, i, -5.3, 0.2, i, 7.6, i, i, i, -1.3
> Cc1c(CNCCC2=CCCCC2)c(C(=O)O)c(C)n1Cc1ccccc1
→ 6.6*, i, i, -0.6, -3.5, i, 4.0, i, i, i, 3.5
> CCCn1c(=O)n(N)c2ccccc21
→ -7.1, i, i, -1.6, -0.4, i, -1.4, i, i, i, -7.9
> O=C(NCC1CCCN1S(=O)(=O)c1cccs1)c1cccc(Cl)c1 (centres undefined)
→ -17.9, i, i, -0.1, 2.8, i, -5.8, i, i, i, -0.1
> Cc1nc(SCc2ccccc2)c2ccsc2n1
→ -1.6, i, i, -1.1, 0.6, i, 6.5, i, i, i, 4.2
> CN(C)C(=O)c1c(-c2ccccc2)oc2ccc(O)cc12
→ -9.3, i, i, 7.0, -4.4, i, -1.3, i, i, i, 9.3
> Cc1c(NC(=S)NC(NC(=O)C(C)(C)C)C(Cl)(Cl)Cl)c(=O)n(-c2ccccc2)n1C (centres undefined)
→ 0.0, i, i, -0.2, -2.1, i, 5.6, i, i, i, 2.9
> CCOc1ccc(C(=O)C[n+]2ccccc2C)cc1
→ -2.3, i, i, -1.8, 0.5, i, -11.8, i, i, i, -10.3
> COc1cccc2c1O/C(=N\O)C(C(=O)Nc1cccc(C)c1C)C2 (centres undefined)
→ -1.2, i, i, -1.6, 4.2, i, 2.5, i, i, i, 0.0
> CC1=Nc2ccc(C)c3nc(C)cc(c23)N1c1ccc(C)cc1
→ 3.8, i, i, 3.2, -1.8, i, -14.8, ., i, i, 27.4
> COc1ccccc1C(CCN(Cc1cccs1)C(C)=O)c1ccco1 (centres undefined)
→ -13.5, i, -13.3*, -1.8, -2.7, i, -0.4, i, -9.32*, i, -9.2
> COc1ccc(S(=O)(=O)NCCC(=O)NCc2ccccc2)cc1
→ -8.4, i, i, -1.4, 0.7, i, -2.0, i, i, i, -1.6
> Cc1[nH]nc(N=CC2=C(O)CC(C)(C)CC2=O)c1-c1ccc(Cl)cc1
→ -10.8, i, i, 0.6, 2.5, i, -7.6, i, i, i, 6.7
> O=S(=O)(NCc1ccc(F)cc1)c1ccc(-c2cnc(C3CC3)o2)cc1
→ -5.8, i, i, -2.0, -0.3, i, -7.1, i, i, i, 3.9
> CCn1c(CC(=O)Nc2ccc(C)cc2)nnc1SCC(=O)NCc1ccccc1
→ -11.6, i, i, -1.0, 2.3, i, 4.1, i, i, i, -1.4
> CCC(=O)NCCc1nc2ccccc2[nH]1
→ 1.8, i, i, -2.6, 2.9, i, -1.2, i, i, i, -2.8
> CC(C)c1ccc(N2C(=O)/C(=C/N(C)C)SC2=S)cc1
→ -15.7, i, i, 0.9, 8.6, i, -11.0, i, i, i, -4.0
> Cn1c(CC2Sc3ccccc3NC2=O)nnc1SCC(=O)c1ccc(Cl)cc1 (centres undefined)
→ -10.5, i, i, 3.2, -0.4, i, 7.9, i, i, i, -1.7
> COc1ccc(-c2cc(C(=O)N3CCCCCC3)c3cc(C)ccc3n2)cc1
→ -13.4, i, i, -1.9, 1.6, i, -96.2, i, i, i, -2.4
> CC1CCN(C(=O)CSc2nc3ncccc3[nH]2)CC1
→ -5.5, i, i, 0.5, 2.8, i, 1.8, i, i, i, -1.6
> O=C(OCC(=O)N1CCCC1)c1cccs1
→ -2.9, i, i, 3.2, 1.7, i, 1.8, i, i, i, -2.3

2 compounds from above, reduced to RGS4 pot and KCNK3 inh:
| structure | RGS4 pot | KCNK3 inh |
| --- | --- | --- |
| O=C(Cc1ccccc1)NN1CCCCC1 | i | i |
| CCOc1ccc(NC(=S)N2CCc3cc(OC)c(OC)cc3C2COc2ccc3c(C)cc(=O)oc3c2)cc1 (centres undefined) | i | i |
